# Screens from PubChem.
# TRHR enhancer = allosterically enhances the human TRH receptor; P34981; TRHR cells, fluo-8 calcium fluorescence, EC20 TRH enhancement; enhancement, % at 2 µM; 360,000 tested, 0.66% active; AID 493056; in the data active means enhancement above about 30%; further: 0% is about no effect
#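 TRHR-expressing cells loaded with fluo-8 calcium dye were read kinetically (ex 480/em 530) during compound addition, then stimulated with an EC20 of TRH (10 nM final). Enhancement of the Gq-mediated intracellular calcium response was scored.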
# D2 PAM = positively modulates the human D2 dopamine receptor allosterically; 340,000 tested, 0.34% active; potentiation, % at 10 µM; AID 485347; HEK293 T-REx D2, calcium flux, EC20 dopamine potentiation;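 active means potentiation over 3 SD above the plate norm, cut at about 30% in these data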; further: 0% is about no effect
#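 Primary screen. Calcium kinetics in induced HEK293 T-REx D2 cells: compound pre-addition 180 s, EC20 dopamine, 180 s more.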
# D2 ag = agonists of human D2 dopamine receptor; AID 485358; 340,000 tested, 0.53% active; HEK293 T-REx D2 cells, calcium flux agonist mode; activation, % at 2 µM; P14416;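 active means activation over 3 SD above normal in the single-dose calcium agonist read, cut at about 30% in these data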; further: 0% is about no effect
#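 Calcium-flux readout, 1 cycle/sec over 180 s following compound pin transfer, in inducible HEK293 Trex D2 cells (force-coupled); dopamine controls included. Positive calcium responses during this window marked compounds as potential agonists.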
# D1 antag = human D1 dopamine receptor antagonism | P21728 | HEK293 TREx D1 cells, calcium flux, dopamine EC80; active compounds read low | activity change, negative = inhibition, % at 10 µM | 360,000 tested, 3.2% active; in the data active means activity change below about -30%; further: on the % scale 0 is the no-effect control and ±100 the full control effect
#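 Calcium flux readout: force-coupled, inducible Hek293 Trex D1 line, cells induced overnight at 30 C with tetracycline, dye-loaded 30–90 min at RT. Antagonism scored against EC80 dopamine challenge given 180 s after compound.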
# RXFP1 agonist = activates the human relaxin receptor RXFP1; AID 2676; Q9HBX9; Potency, µM (doses to about 57.5 µM), for the others: at the top dose activation, most hits filed as activators; HEK293T-RXFP1 cAMP TR-FRET, 30 min; response scale: percent of porcine relaxin response, buffer zero; 370,000 tested, 0.3% active; active means well fitted activation curve with a large enough effect; further: potency means the concentration at half of the fitted maximal effect; on the % scale 0 is the no-effect control and ±100 the full control effect; nearly all actives have a fitted effect of over 60% in size; many of its hits are not listed in these tables
# Target sequence (Q9HBX9 whole entry, looked up): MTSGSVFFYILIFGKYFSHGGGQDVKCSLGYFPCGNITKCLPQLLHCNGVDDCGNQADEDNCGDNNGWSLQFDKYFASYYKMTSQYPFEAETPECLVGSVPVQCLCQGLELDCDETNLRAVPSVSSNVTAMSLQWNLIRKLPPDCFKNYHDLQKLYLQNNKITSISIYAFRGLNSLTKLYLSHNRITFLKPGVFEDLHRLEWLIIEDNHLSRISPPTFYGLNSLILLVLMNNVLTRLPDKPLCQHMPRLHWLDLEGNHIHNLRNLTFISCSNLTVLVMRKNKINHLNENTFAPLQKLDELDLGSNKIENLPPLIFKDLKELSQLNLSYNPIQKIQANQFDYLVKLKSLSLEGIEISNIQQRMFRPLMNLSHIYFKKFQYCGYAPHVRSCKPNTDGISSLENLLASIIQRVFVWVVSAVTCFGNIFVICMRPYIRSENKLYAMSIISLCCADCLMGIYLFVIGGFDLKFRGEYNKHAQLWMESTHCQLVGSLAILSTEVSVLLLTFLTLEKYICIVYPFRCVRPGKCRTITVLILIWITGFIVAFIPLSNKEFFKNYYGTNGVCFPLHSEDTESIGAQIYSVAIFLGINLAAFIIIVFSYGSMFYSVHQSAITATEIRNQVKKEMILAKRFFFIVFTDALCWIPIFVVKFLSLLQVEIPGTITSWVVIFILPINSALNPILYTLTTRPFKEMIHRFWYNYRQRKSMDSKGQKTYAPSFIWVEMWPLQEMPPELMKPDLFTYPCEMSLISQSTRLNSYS
#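 HEK293T cells stably expressing RXFP1 were pretreated with the PDE4 inhibitor Ro 20174, exposed to compounds for 30 min at 37C, lysed, and cAMP was read by TR-FRET. Data normalized to buffer (basal) and 29 nM porcine relaxin (100%).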
# D1 ag = activates the human D1 dopamine receptor | activation, % at 2 µM | P21728 | 360,000 tested, 1% active | HEK293 T-REx D1 cells, calcium flux, agonist mode | AID 504660; in the data active means activation above about 30%; further: 0% is about no effect
#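 Tetracycline-induced HEK293 TREx D1 cells, force-coupled to calcium signalling, were dye-loaded with a no-wash calcium kit. Compound was pin-added after a 10 s baseline. Fluorescence was read kinetically at 1 cycle/s for 180 s, with calcium rises flagged as agonism.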
# D1 PAM = potentiators of human D1 dopamine receptor; 360,000 tested, 0.036% active; P21728; AID 504651; potentiation, % at 10 µM; HEK293 TREx D1 cells, calcium flux, dopamine EC20 potentiation; in the data active means potentiation above about 30%; further: 0% is about no effect
# RXFP1 antagonist = blocks the human relaxin receptor RXFP1; Q9HBX9; HEK293-RXFP1, relaxin-stimulated cAMP HTRF, 30 min; active compounds read low; activity change, negative = inhibition, % at 57.5 µM; 350,000 tested, 0.59% active;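 active means activity change of -60% or lower, but not beyond a set lower limit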; further: on the % scale 0 is the no-effect control and ±100 the full control effect
# D2 antag = antagonists of human D2 dopamine receptor; P14416; HEK293 TREx D2 cells, calcium flux, dopamine EC80; inhibition, % at 10 µM; 340,000 tested, 2% active; AID 485344; in the data active means inhibition above about 30%; further: 0% is about no effect
#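 Calcium flux kinetic readout in an inducible HEK293 TREx D2 line plated overnight at 30 C. After 180 s compound exposure, an EC80 dopamine challenge follows with another 180 s kinetic read to detect antagonism.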
# * marks the source's active call; other numbers are inactive results; / = not tested or not shown. Only part of the results is shown; count on the stated rates, not on these rows.
# Screens by letter – A = TRHR enhancer; B = D2 PAM; C = D2 ag; D = D1 antag; E = RXFP1 agonist; F = D1 ag; G = D1 PAM; H = RXFP1 antagonist; I = D2 antag
Cc1nnc(NC(=O)C2=COCCO2)s1
  A: 3; B: -2; C: 0.2; D: 25; E: 0.5%; F: 2; G: 0; H: 17; I: 26

COc1ccccc1N1CCN(CC(=O)c2ccc(F)cc2)CC1
  A: 4; B: -15; C: -1.1; D: -8; E: 0.9%; F: 1; G: 1; H: -2; I: -17

Cc1nn(C)cc1NC(=O)CC12CC3CC(CC(C3)C1)C2
  A: 4; B: 9; C: 1.0; D: -16; E: 2.5%; F: 2; G: -1; H: -3; I: -20

COc1ccc(/C=C/C(=O)c2ccc(NC(=O)c3cccs3)cc2)cc1OC
  A: 0; B: 7; C: 0.4; D: 3; E: 2.1%; F: 1; G: -2; H: 8; I: 9

COc1ccccc1CCNC(=O)c1ccc(-c2nc(CSc3ccc(C)cc3)c(C)o2)cc1
  A: 3; B: -1; C: 3.3; D: -5; E: 0.7%; F: 10; G: -2; H: /; I: /

O=C(O)CC(SCC(=O)Nc1ccccc1)C(=O)O (configuration not stated)
  A: -4; B: 0; C: 8.8; D: 7; E: -0.4%; F: 12; G: -5; H: 11; I: 24

CCOc1ccc(N=C2C(=O)Nc3ccc(C)c(Br)c32)cc1
  A: 1; B: -3; C: 0.5; D: -1; E: -4.0%; F: 1; G: 0; H: -5; I: 42*

Cc1ccc2nsnc2c1S(=O)(=O)NCc1cccnc1
  A: -5; B: 6; C: 0.1; D: 11; E: 2.5%; F: 7; G: -1; H: 1; I: -1

Cc1ccc(NC(=O)CCc2ccc(S(=O)(=O)NC3CCCCC3)cc2)cc1
  A: 3; B: -4; C: -0.1; D: -19; E: 3.3%; F: 3; G: -2; H: -7; I: 7

CCOc1ccc(S(=O)(=O)Nc2cccc(C(=O)NCC(c3ccc(OC)cc3)N3CCOCC3)c2)cc1 (configuration not stated)
  A: -3; B: 2; C: -0.5; D: -16; E: 0.2%; F: 1; G: 3; H: -21; I: -10

CN1CCN(NC(=O)Nc2cccc(F)c2)CC1
  A: -1; B: -4; C: 2.2; D: 3; E: 2.4%; F: 20; G: -5; H: 0; I: 20

CC1CC(C)(C)N(C(=O)CSc2ccc(-c3ccc(F)cc3)nn2)c2ccccc21 (configuration not stated)
  A: -10; B: 3; C: 0.4; D: -2; E: 1.5%; F: 9; G: -6; H: 15; I: -3

CC(=O)NC(=S)Nc1cccc([N+](=O)[O-])c1
  A: -1; B: 4; C: -0.3; D: /; E: 0.1%; F: 1; G: -8; H: -13; I: 3

CN(C)n1cccc1/C=C(\C#N)S(=O)(=O)c1ccc(Cl)cc1
  A: 3; B: 3; C: 0.0; D: 3; E: 17%; F: 3; G: -4; H: -3; I: -7

O=C(NNC(=O)c1ccc(Br)cc1)c1ccncc1
  A: 12; B: 5; C: -0.3; D: -3; E: -2.6%; F: 4; G: 8; H: 4; I: -8

CCC(=O)N(CC(=O)Nc1sc(C)c(C)c1C(N)=O)Cc1ccc(F)cc1
  A: 3; B: -1; C: 0.0; D: 1; E: 0.0%; F: 0; G: -1; H: -19; I: -11

CN(Cc1ccccc1)C(=O)COC(=O)c1ccc(Cl)cc1N
  A: 1; B: /; C: /; D: 21; E: 1.2%; F: -1; G: -2; H: -12; I: /

CC(=O)n1cc(/C=N/NC(=O)c2ccccc2O)c2ccccc21
  A: -3; B: /; C: /; D: -7; E: -0.5%; F: 3; G: -3; H: -20; I: /

Cc1c(N(C)C(=O)C23CC4CC(CC(C4)C2)C3)c(=O)n(-c2ccccc2)n1C
  A: -5; B: 5; C: -0.4; D: 8; E: -1.2%; F: -2; G: -2; H: -7; I: 16

CC1(C)O[C@@H]2[C@H](O1)[C@@H](COS(=O)(=O)O)O[C@H]2n1ccc(=O)[nH]c1=O
  A: 3; B: /; C: /; D: 8; E: -0.4%; F: 1; G: -2; H: /; I: /

Cc1nc(-c2ccc(C(=O)Nc3cccc(F)c3)cc2)cs1
  A: 7; B: 6; C: -0.5; D: -5; E: 1.5%; F: 3; G: 0; H: -5; I: 14

O=C(c1ccccc1)N1CCN(S(=O)(=O)N2CCCCCC2)CC1
  A: 1; B: 9; C: -0.2; D: -18; E: -0.5%; F: 6; G: /; H: 2; I: -8

COc1ccc2c(c1)c1c(c(=O)n(-c3ccc(OC)c(OC)c3)c(=O)n1CC(=O)N1CCCC1)n2C
  A: 2; B: 1; C: -0.5; D: 2; E: -1.7%; F: 1; G: 0; H: /; I: /

O=C(COC(=O)CNC(=O)C1CCCCC1)Nc1ccc(Br)cc1Br
  A: -2; B: 15; C: -2.0; D: 2; E: 1.3%; F: 1; G: -4; H: -9; I: -5

CN(C)CCN1C(=O)C(=O)/C(=C(/O)c2ccc(OCc3ccccc3)cc2)C1c1ccncc1 (configuration not stated)
  A: 2; B: 3; C: 0.9; D: -2; E: -1.3%; F: 1; G: -7; H: -5; I: 42*

Cc1[nH]c2ccccc2c1C(=O)CN1C(=O)NC2(CC(C)CC(C)(C)C2)C1=O (configuration not stated)
  A: -1; B: 10; C: 7.1; D: -2; E: 0.7%; F: 16; G: -2; H: /; I: -8

Cc1cccc(NC(=O)C2CC(=O)NC(Nc3nc4ccccc4s3)=N2)c1 (configuration not stated)
  A: 4; B: /; C: /; D: 5; E: 0.7%; F: 2; G: -10; H: /; I: /

CCN(CC)S(=O)(=O)c1ccc(C(=O)OCC(=O)Nc2ccc(-c3nc4ccc(C)cc4s3)cc2)cc1
  A: 7; B: 5; C: -0.6; D: -3; E: 1.5%; F: 2; G: -1; H: 17; I: -6

COC(=O)c1c(-c2ccc(C)cc2)csc1NC(=O)c1c(-c2ccccc2)noc1C
  A: -5; B: -3; C: 0.2; D: -24; E: -0.3%; F: 3; G: -7; H: /; I: 4

O=C(Cn1cnc2ccccc2c1=O)NCC(=O)N1CCN(c2ccccn2)CC1
  A: -2; B: -1; C: -0.2; D: 3; E: 4.8%; F: 1; G: -2; H: -1; I: 0

CCn1c(SCC(=O)N/N=C/c2c[nH]c3ccccc23)nnc1-c1ccc(Cl)cc1
  A: -9; B: -5; C: 0.2; D: 4; E: -1.9%; F: 0; G: -8; H: 6; I: 1

Cc1ccccc1CSc1nn2c(=O)c(C)nnc2s1
  A: -9; B: -4; C: -0.9; D: -11; E: 14%; F: 1; G: -1; H: -15; I: -7

CCOC(=O)c1c(C)c(C(=O)NCC2CCCO2)c(C)n1C (configuration not stated)
  A: 14; B: /; C: 0.9; D: 10; E: 3.5%; F: 4; G: -3; H: 20; I: -19

COc1ccc(CNCCNC(=O)c2ccco2)c(OC)c1OC
  A: -4; B: -15; C: 48*; D: 2; E: 2.6%; F: -1; G: 5; H: 8; I: -6

CCCn1c(=O)c2c(nc3n2CCCN3CCc2ccc(OC)c(OC)c2)n(C)c1=O
  A: -6; B: 9; C: 0.0; D: -13; E: -7.3%; F: 2; G: -9; H: -7; I: -1

Cc1ccc(C(O)C(=O)c2ccco2)cc1 (configuration not stated)
  A: 1; B: 7; C: -0.1; D: 7; E: 0.4%; F: 3; G: -5; H: /; I: 3

Cc1cccc(/C=N\NC(=O)c2csnn2)c1
  A: -4; B: 5; C: -0.8; D: 3; E: -2.0%; F: 11; G: 1; H: 1; I: 10

CC1(C)CC(=O)C(C(c2ccc(F)cc2)C2C(=O)CC(C)(C)CC2=O)C(=O)C1
  A: 0; B: 7; C: 0.2; D: 13; E: 0.5%; F: 3; G: -1; H: -8; I: 17

COc1ccc(N2CC(C(=O)Nc3nnc(SCC(=O)N4CCOCC4)s3)CC2=O)cc1 (configuration not stated)
  A: 0; B: 7; C: -2.2; D: -1; E: 1.6%; F: 2; G: -1; H: -6; I: 11

COc1ccc(-c2onc(C)c2C)cc1S(=O)(=O)N1CCN(c2cc(C)ccc2C)CC1
  A: 3; B: 2; C: 0.3; D: -1; E: 2.8%; F: 1; G: -3; H: -8; I: /

# The final 4 records of the section before come first, to join the parts:
# Screens by letter – A = TRHR enhancer; B = D2 PAM; C = D2 ag; D = D1 antag; E = RXFP1 agonist; F = D1 ag; G = D1 PAM; H = RXFP1 antagonist; I = D2 antag
Cc1cccc(/C=N\NC(=O)c2csnn2)c1
  A: -4; B: 5; C: -0.8; D: 3; E: -2.0%; F: 11; G: 1; H: 1; I: 10

CC1(C)CC(=O)C(C(c2ccc(F)cc2)C2C(=O)CC(C)(C)CC2=O)C(=O)C1
  A: 0; B: 7; C: 0.2; D: 13; E: 0.5%; F: 3; G: -1; H: -8; I: 17

COc1ccc(N2CC(C(=O)Nc3nnc(SCC(=O)N4CCOCC4)s3)CC2=O)cc1 (configuration not stated)
  A: 0; B: 7; C: -2.2; D: -1; E: 1.6%; F: 2; G: -1; H: -6; I: 11

COc1ccc(-c2onc(C)c2C)cc1S(=O)(=O)N1CCN(c2cc(C)ccc2C)CC1
  A: 3; B: 2; C: 0.3; D: -1; E: 2.8%; F: 1; G: -3; H: -8; I: /

COc1cccc(OCc2nnc(SCC(=O)NNC(=O)C3CCCCC3)n2C)c1
  A: -1; B: 5; C: 0.5; D: 0; E: 0.4%; F: -1; G: 1; H: -6; I: 13

CN(c1ccccc1)S(=O)(=O)c1cccc(C(=O)OCC(=O)NCc2ccc3c(c2)OCO3)c1
  A: 6; B: -3; C: -0.4; D: 5; E: 0.7%; F: 3; G: -7; H: 15; I: 10

Cc1nc(-c2ccccc2)sc1-c1nc(-c2cccs2)ncc1S(=O)(=O)c1ccccc1
  A: 6; B: -3; C: 0.3; D: -2; E: 2.3%; F: 1; G: 1; H: /; I: -3

Cc1ccc(C(=O)Nc2cccc(-c3nc4ncccc4o3)c2)cc1
  A: -12; B: -5; C: -1.3; D: -2; E: 2.5%; F: 4; G: -3; H: -16; I: -5

CCc1ccc(-c2ccc(SCc3ccccn3)nn2)cc1
  A: 6; B: 2; C: -1.6; D: -4; E: 0.3%; F: 7; G: -2; H: -2; I: 5

C=CCNc1nc2ccccc2nc1NS(=O)(=O)c1ccc(OC)cc1
  A: -19; B: -4; C: -0.6; D: 10; E: 12%; F: 3; G: -6; H: 0; I: 10

COCCNC(=O)CSc1ccccc1C(=O)NC1CCCc2ccccc21 (configuration not stated)
  A: 2; B: 3; C: 0.9; D: -26; E: 0.1%; F: 0; G: 0; H: 1; I: 7

O=C(N/N=C1/SCC(=O)N1Cc1ccco1)c1ccccc1F
  A: -4; B: 10; C: -1.1; D: -12; E: 1.7%; F: 1; G: -3; H: -3; I: 7

COc1ccc2nc(SCC(=O)Nc3c(C)cccc3C)[nH]c2c1
  A: -18; B: 12; C: 0.3; D: -8; E: 0.6%; F: 3; G: 0; H: 2; I: 10

O=C(O)c1ccccc1-c1ccccc1C(=O)Nc1nccs1
  A: 2; B: /; C: 1.5; D: 2; E: 3.0%; F: 0; G: -7; H: 8; I: 3

CCN(CC)CCCNC(=O)Cn1cc2c(n1)CCC(C)C2 (configuration not stated)
  A: -1; B: 3; C: -0.5; D: -41*; E: -0.3%; F: 1; G: -4; H: -8; I: -4
